DT40 TDP1 no CPT = qHTS for Inhibitors of human tyrosyl-DNA phosphodiesterase 1 (TDP1): qHTS in cells in absence of CPT; DT40 Tdp1-/- hTDP1 cells, no CPT, ATP luminescence, 48 h; Potency, µM (titrated, usually from 46.2 µM), for inactives: at the highest dose activity change, negative = growth inhibition, hits mostly inhibitors; 420,000 compounds, 15% hits; AID 686978, 2013; further: nearly all actives have a fitted effect of over 55% in size
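Readout: luminescence from CellTiter-Glo after 30 min in the dark at RT. Cells: DT40 Tdp1-/- with stable hTDP1, 400/well. Exposure: compounds alone, ≥48 hr, 37 °C.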
DT40 TDP1 CPT = growth inhibition of DT40 Tdp1-/-;hTDP1 cells with camptothecin (screen for TDP1 inhibitors). chicken DT40 Tdp1-/-;hTDP1 cells + 20 nM CPT, ATP luminescence, 48 h. Potency, µM (top dose mostly 46.2 µM), without a hit: at the top dose activity change, negative = growth inhibition, actives largely listed as inhibitors. 420,000 compounds, 12% hits; further: nearly all actives have a fitted effect of over 55% in size
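Chicken DT40 Tdp1-/- cells complemented with human TDP1, 400 cells/well, exposed to compounds plus 20 nM camptothecin for at least 48 h at 37 C; viability read as ATP content by CellTiter-Glo luminescence.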
TDP1 inh = inhibitors of human tyrosyl-DNA phosphodiesterase TDP1 | recombinant TDP1, AlphaScreen DNA substrate cleavage | 350,000 compounds, 0.28% hits | AID 485290 | Potency, µM (highest dose often 130 µM), for inactives: top-dose activity change, negative = inhibition, actives largely listed as inhibitors; further: nearly all actives have a fitted effect of over 40% in size
Target sequence (Q9NUW8 whole entry, looked up): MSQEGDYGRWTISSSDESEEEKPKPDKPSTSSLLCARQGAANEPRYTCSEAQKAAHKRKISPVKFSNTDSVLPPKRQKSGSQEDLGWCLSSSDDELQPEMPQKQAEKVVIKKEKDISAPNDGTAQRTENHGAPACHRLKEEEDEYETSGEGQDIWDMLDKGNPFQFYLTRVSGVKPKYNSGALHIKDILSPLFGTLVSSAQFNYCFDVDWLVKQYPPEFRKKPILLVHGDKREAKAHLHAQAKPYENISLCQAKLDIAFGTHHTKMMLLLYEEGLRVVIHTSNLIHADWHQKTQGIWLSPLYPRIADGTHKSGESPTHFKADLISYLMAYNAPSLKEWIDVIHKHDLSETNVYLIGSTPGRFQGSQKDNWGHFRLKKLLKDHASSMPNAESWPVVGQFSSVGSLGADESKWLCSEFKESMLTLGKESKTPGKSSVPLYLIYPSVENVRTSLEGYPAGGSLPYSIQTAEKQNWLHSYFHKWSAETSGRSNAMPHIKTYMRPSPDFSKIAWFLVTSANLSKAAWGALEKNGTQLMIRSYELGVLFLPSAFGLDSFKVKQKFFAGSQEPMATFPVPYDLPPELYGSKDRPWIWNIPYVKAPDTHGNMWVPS
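Signal: AlphaScreen proximity between streptavidin donor and anti-FITC acceptor beads on intact substrate. Reaction: Tdp1 1 nM, substrate 15 nM final, 5 min RT after 15 min compound preincubation.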
* = called active by the depositor; ? = inconclusive; / = no result given; [ ] = dose if it differs, or a comment. The call rests on the fitted dose curve; in most records, active means well fitted curve in the direction sought with a large enough effect; inconclusive means small, poorly fitted or top-dose-only effect, or another doubt; inactive means no such curve, though single readings can be large; an effect the other way counts as inactive or inconclusive. On the % scale 0 is the no-effect control and ±100 the full control effect; potency means the concentration at half of the fitted maximal effect.

canonical_smiles | DT40 TDP1 CPT | TDP1 inh | DT40 TDP1 no CPT
CC(C)NC(=S)n1cc(C(=O)c2cc(Cl)cc(Cl)c2O)cn1 | -1% | / | -6%
CNCc1ccc(OCc2ccccc2)c(OC)c1 | -20% | 6% | -11%
Cc1ccc2[nH]c(=O)c(-c3noc(CC(C)C)n3)cc2c1 | ? | -1% | -42%
C/C(=N/NC(=O)c1cccs1)c1ccco1 | -7% | -3% | -19%
O=C(/C=C/c1ccc(F)cc1)NC(=S)N1CCN(Cc2ccccc2)CC1 | ? | / | ?
COc1cc(OC)cc(C(=O)N[C@H](C(=O)OCC(=O)N2CCc3ccccc32)C(C)C)c1 | -21% | -6% | -28%
COCCn1cc(C(=O)c2ccccc2OCC(=O)Nc2cc(C)on2)cc(C#N)c1=O | -4% | 0% | 1%
CCOC(=O)C(Cc1ccccc1)NC(=O)CCC(=O)c1ccc(OC)cc1 (stereo not given) | 7% | / | -4%
CCC(=O)NC1(C(F)(F)F)C(=O)Nc2c1c(=O)n(C)c(=O)n2C (stereo not given) | -2% | -1% | -25%
N#Cc1nc(COc2ccccc2)oc1N1CCCC1 | -2% | 8% | -23%
CC(C(=O)NC1CCCC1)n1c(C2CCCC2)nc2ccccc21 (stereo not given) | -27% | / | -19%
Cc1ccc(-c2onc(C)c2C)cc1S(=O)(=O)Nc1ccccn1 | -17% | -3% | -25%
COc1ccc(Cn2c(CCC(=O)Nc3cccc(Cl)c3)nc3cccnc32)cc1 | -13% | 4% | -22%
COc1ccc(NC(=O)CSc2nc3[nH]c(=O)[nH]c(=O)c3s2)cc1OC | -23% | -6% | -6%
Cc1cnc(CNc2ncnc3ccc(-c4cccc(NS(C)(=O)=O)c4)cc23)cn1 | ? | / | -13%
Cc1cc(C)cc(N(CC(=O)NCc2ccco2)C(=O)CCC(=O)Nc2nccs2)c1 | -24% | -3% | ?
CN(C)c1ccc(CNCc2cccnc2)cc1 | 2% | / | -25%
CCOc1cc(CNCc2cccnc2)ccc1OCC(=O)NC(C)(C)C | -15% | 1% | -18%
Fc1ccccc1OCCCn1ccnc1 | -13% | / | 1%
Cc1ccc(NC(=O)CSc2ncccc2C(=O)Oc2ccccc2Cl)cc1Cl | ? | 0% | ?
O=C(NCC(=O)N(c1ccccc1)C(C(=O)NC1CCCC1)c1ccncc1)c1cccs1 (stereo not given) | -6% | 6% | -9%
Cc1[nH]c2ccccc2c1CCN(Cc1cccnc1)C(=S)NC(C)(C)C | -26% | / | ?
COc1ccc(-n2c(=O)c(-c3ccc(Cl)cc3)nc3cnc(N4CCNCC4)nc32)cc1 | 5.2µM* | / | 12µM*
Cc1ccc2scc(N3CCCCC3)c(=O)c2c1 | 9% | -7% | 4%
COc1cc(CN(C)Cc2cccc3ccccc23)cc([N+](=O)[O-])c1O | 1% | / | -28%
O=C(CN1C(=O)c2cccc([N+](=O)[O-])c2C1=O)OCC(=O)N1CCCCC1 | 1% | -3% | 3%
Cc1noc(C)c1S(=O)(=O)N1CCC(C(=O)NC2CCCc3ccccc32)CC1 (stereo not given) | -10% | 2% | -22%
CC(/C=N/n1c(C2CCCCC2)n[nH]c1=S)=C\c1ccccc1 | ? | 10% | ?
COc1cccc(OC(=O)c2cc3ccccc3oc2=O)c1 | 4% | -1% | -11%
CCN(Cc1ccncc1)Cc1ccc2c(c1)CN(C(=O)c1ccccc1)CCO2 | 6%[9.04 µM] | / | -15%
Cc1ccc(C)c(NC(=O)Cn2ncc3c(C)n(Cc4ccc(F)cc4)c(C)c3c2=O)c1 | ? | 3% | ?
CCN(CC)C(=O)CSc1nc(C)cc(C)n1 | -12% | 6% | -28%
O=C(COCc1cc(-c2ccco2)on1)Nc1cccc(Cl)c1Cl | ? | -1% | -10%
CCc1ccc2cc3c(cc2n1)C(=O)c1ccccc1-3 | -22% | / | ?
CCCN1CCN(C(=S)Nc2ccc3nc(N4CCN(CC)CC4)cc(C)c3c2)CC1 | ? | -2% | ?
Cc1ccc(Cn2ccnc2SCC(=O)Nc2ccc3c(c2)OCCO3)cc1 | -13% | 13% | -7%
COc1ccc(C(=O)NCc2ccccc2CN2CCCC2)cc1S(=O)(=O)N1CCOCC1 | -4% | -3% | 11%
CCCS(=O)(=O)N1CCN(C(=O)c2cccnc2)CC1 | 2% | -3% | -4%
CCc1ccc(NC(=O)CSc2nc3ccsc3c(=O)n2C(C)CC)cc1 (stereo not given) | ? | 4% | ?
O=C(NC(=S)Nc1ccc(CN2CCOCC2)cc1)c1ccccc1[N+](=O)[O-] | -16% | 8% | 1%
Cc1cccc(C)c1NC(=O)CNC(=O)c1c(C)nn(-c2ccccc2)c1C | -9% | 1%[0.505 µM] | -7%
N#Cc1c(-c2ccccc2)nc(SCc2nc(N)nc(N3CCCCC3)n2)[nH]c1=O | 12µM* | 2% | ?
CCOc1cc(-c2cc(-c3ccc(OC)cc3)nc(N)c2C#N)ccc1O | ? | 1% | ?
CNS(=O)(=O)c1cn(CC(=O)Nc2ccc(OC)cc2OC)cc1S(=O)(=O)NC | -13% | 6% | -7%
Cc1cc2c(c(-c3nc4ccccc4s3)c1)OC(CNC(=O)CCc1cccnc1)C2 (stereo not given) | 0.12µM* | / | 0.13µM*
O=c1cnn(-c2ccc(Cl)cc2Cl)c(-c2ccccc2)c1 | ? | 0% | 23µM*
Cn1ncc2c(Nc3cccc(C#N)c3)ncnc21 | ? | 8% | ?
Cc1ccc(CSc2nnc([C@@H]3CCCN3C(=O)OC(C)(C)C)o2)cc1 | ? | 1% | ?

In a second layout: entries from further up.
Fields – DT40 TDP1 CPT	TDP1 inh	DT40 TDP1 no CPT
- O=C(NCC(=O)N(c1ccccc1)C(C(=O)NC1CCCC1)c1ccncc1)c1cccs1 (stereo not given)
    -6%	6%	-9%
- Cc1[nH]c2ccccc2c1CCN(Cc1cccnc1)C(=S)NC(C)(C)C
    -26%	/	?
- COc1ccc(-n2c(=O)c(-c3ccc(Cl)cc3)nc3cnc(N4CCNCC4)nc32)cc1
    5.2µM*	/	12µM*
- Cc1ccc2scc(N3CCCCC3)c(=O)c2c1
    9%	-7%	4%
- COc1cc(CN(C)Cc2cccc3ccccc23)cc([N+](=O)[O-])c1O
    1%	/	-28%
- O=C(CN1C(=O)c2cccc([N+](=O)[O-])c2C1=O)OCC(=O)N1CCCCC1
    1%	-3%	3%
- Cc1noc(C)c1S(=O)(=O)N1CCC(C(=O)NC2CCCc3ccccc32)CC1 (stereo not given)
    -10%	2%	-22%
- CC(/C=N/n1c(C2CCCCC2)n[nH]c1=S)=C\c1ccccc1
    ?	10%	?
- COc1cccc(OC(=O)c2cc3ccccc3oc2=O)c1
    4%	-1%	-11%
- CCN(Cc1ccncc1)Cc1ccc2c(c1)CN(C(=O)c1ccccc1)CCO2
    6%[9.04 µM]	/	-15%
- Cc1ccc(C)c(NC(=O)Cn2ncc3c(C)n(Cc4ccc(F)cc4)c(C)c3c2=O)c1
    ?	3%	?
- CCN(CC)C(=O)CSc1nc(C)cc(C)n1
    -12%	6%	-28%
- O=C(COCc1cc(-c2ccco2)on1)Nc1cccc(Cl)c1Cl
    ?	-1%	-10%
- CCc1ccc2cc3c(cc2n1)C(=O)c1ccccc1-3
    -22%	/	?
- CCCN1CCN(C(=S)Nc2ccc3nc(N4CCN(CC)CC4)cc(C)c3c2)CC1
    ?	-2%	?
- Cc1ccc(Cn2ccnc2SCC(=O)Nc2ccc3c(c2)OCCO3)cc1
    -13%	13%	-7%
- COc1ccc(C(=O)NCc2ccccc2CN2CCCC2)cc1S(=O)(=O)N1CCOCC1
    -4%	-3%	11%
- CCCS(=O)(=O)N1CCN(C(=O)c2cccnc2)CC1
    2%	-3%	-4%
- CCc1ccc(NC(=O)CSc2nc3ccsc3c(=O)n2C(C)CC)cc1 (stereo not given)
    ?	4%	?
- O=C(NC(=S)Nc1ccc(CN2CCOCC2)cc1)c1ccccc1[N+](=O)[O-]
    -16%	8%	1%
- Cc1cccc(C)c1NC(=O)CNC(=O)c1c(C)nn(-c2ccccc2)c1C
    -9%	1%[0.505 µM]	-7%
- N#Cc1c(-c2ccccc2)nc(SCc2nc(N)nc(N3CCCCC3)n2)[nH]c1=O
    12µM*	2%	?
- CCOc1cc(-c2cc(-c3ccc(OC)cc3)nc(N)c2C#N)ccc1O
    ?	1%	?
- CNS(=O)(=O)c1cn(CC(=O)Nc2ccc(OC)cc2OC)cc1S(=O)(=O)NC
    -13%	6%	-7%
- Cc1cc2c(c(-c3nc4ccccc4s3)c1)OC(CNC(=O)CCc1cccnc1)C2 (stereo not given)
    0.12µM*	/	0.13µM*

Next records
canonical_smiles | DT40 TDP1 CPT | TDP1 inh | DT40 TDP1 no CPT
COc1ccc(CCNC(=O)c2cccc(S(=O)(=O)N3CCCC3)c2)cc1OC | ? | 1% | ?
O=C1NC[C@H](Cc2ccccc2)N(CC2CCN(CCCCc3ccccc3)CC2)C1=O | -16% | / | -25%
CN(Cc1cn(C)nc1-c1ccccc1F)C1CCOC1 (stereo not given) | 6% | 0% | -3%
CCC(=O)Nn1cnc2c(c1=O)C1(CCCCC1)Cc1ccccc1-2 | ? | 0% | ?
O=C(COC(=O)c1ccc([N+](=O)[O-])s1)Nc1cccc(S(=O)(=O)NC2=NCCCCC2)c1 | 1% | / | -21%
CCC(c1ccccc1)c1nnc(NC(=O)c2ccco2)s1 (stereo not given) | 1% | 6% | -25%
Cc1ccc(NC(=O)CCC(=O)NNC(=O)NC2CCCCC2)c(C)c1 | 6% | -3% | 3%
COc1ccc(CCNC(=O)COC(=O)/C=C/c2cc(OC)c(OC)c(OC)c2)cc1OC | ? | -6% | ?
Cc1ccccc1OCC(=O)NNC(=O)C1CCCCC1C(=O)O (stereo not given) | -9% | 3% | -27%
Cc1ccc(NC(=O)CCC(=O)NN=Cc2ccc(C)o2)c(C)c1 | 3% | / | -6%
Cc1ccc(NC(=O)CSc2c3c(nc4ccccc24)CCCC3)cc1F | ? | 2% | 15µM*
C=CCn1c(=NC(=O)c2cccs2)sc2cccc(OC)c21 | ? | / | 16µM*
O=C(NCc1ccc(F)cc1)c1cccc2c1C(=O)c1ccc(N3CCC(Cc4ccccc4)CC3)cc1S2(=O)=O | ? | 0% | ?
COc1ccc(C)c(NC(=O)NCCc2cnc[nH]2)c1 | 30%[activator] | 4% | 2%
CCOC(=O)C1=C(C)NC2=C(C(=O)C(C(=O)OCC)C(c3ccccc3OC)C2)C1c1ccccn1 (stereo not given) | -30% | 4% | ?
O=c1nc(N2CCCC2)nc(Nc2ccccc2)[nH]1 | -2% | 7% | -24%
O=C(NCC1CCN(Cc2cccc(Cl)c2)CC1)C1CCCN(c2ncnc3c2nc2n3CCCCC2)C1 (stereo not given) | 26µM* | 2% | ?
CCCN1C(=O)/C(=C\C=C2/C=CN(CC)c3ccccc32)SC1=S | ? | 5% | 10µM*
O=C(N/C(=C\c1ccc([N+](=O)[O-])cc1)C(=O)N1CCOCC1)c1ccccc1 | 10% | 3% | -6%
CCN(C(=O)CSc1nnc(Nc2ccccc2C)s1)C1CCS(=O)(=O)C1 (stereo not given) | -9% | 3% | -28%
COc1ccc(-n2nnc3c(SCC(=O)c4ccccc4)ncnc32)cc1 | -18% | -4% | ?
O=C(Nc1cccc(Cl)c1)Nc1ccccc1NS(=O)(=O)c1cccs1 | -16% | 3% | -28%
CNC(=O)/C(C#N)=C/c1cc(C)n(-c2ccc(N3CCOCC3)cc2)c1C | 3.3µM* | 6% | ?
Cc1nc2ccc(C(=O)Nc3ccc4nc[nH]c4c3)cc2[nH]1 | 21% | / | -1%
COc1ccc(N2C(=O)CSC2c2ccccc2)cc1 (stereo not given) | 33%[activator] | / | 1%
O=C(Nc1ccc2nc3n(c(=O)c2c1)CCCC3)c1cccc([N+](=O)[O-])c1 | 9% | -2% | -12%
CCCC1(C(=O)OCC)NC(c2ccc(OC)cc2OC)C2C(=O)N(c3ccccc3)C(=O)C21 (stereo not given) | ? | 4%[56.1 µM] | ?
Cc1ccc(C(=O)Nn2cnnc2)cc1S(=O)(=O)N1CCOCC1 | 7% | -1% | -66%
N#Cc1cn(CCOC(=O)c2cccc(C(F)(F)F)c2)c(=O)[nH]c1=O | 3% | 2% | ?
COc1ccc(/C=N\NC(=O)C2=NNC(=O)C2C)cc1 (stereo not given) | -29% | 4% | -27%
OCC1OC(n2nc3ccccc3n2)C(O)C(O)C1O (stereo not given) | -8% | 4% | -13%

Rows are unselected, and some 18% of all compounds hit somewhere here.
